Source: PubChem BioAssay (National Center for Advancing Translational Sciences (NCATS))
GAA spleen mod = inhibitors or activators of human alpha-glucosidase in spleen homogenate; 0.006% of 240,000 active; Potency, µM (highest dose often 79.9 µM), for the others: at the highest dose activity change, negative = inhibition, hits mostly inhibitors; human spleen homogenate, 4-MU-alpha-glucoside fluorescence; AID 2112;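 further: 0% = enzyme with vehicle and -100% = no enzyme basal signal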
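AC50 values come from Hill-equation fits of concentration-response data, normalized to no-enzyme and full-activity controls. Enzyme source: 1 ug human spleen homogenate; 1 mM fluorogenic 4-MU glucoside, pH 5.0 citrate buffer, 37 C, 40 min.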
RECQ1 helicase = inhibitors of human RECQ1 DNA helicase; P46063; RECQ1 DNA unwinding, red fluorescence kinetic read; Potency, µM (highest dose often 57.3 µM), inactives show at the highest dose activity, negative = inhibition, most hits filed as inhibitors; 0.54% of 240,000 active; AID 2549;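 further: plate controls were vehicle for no effect and no enzyme for full effect; nearly all actives have a fitted effect of over 30% in size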
Target sequence (P46063 whole entry, looked up): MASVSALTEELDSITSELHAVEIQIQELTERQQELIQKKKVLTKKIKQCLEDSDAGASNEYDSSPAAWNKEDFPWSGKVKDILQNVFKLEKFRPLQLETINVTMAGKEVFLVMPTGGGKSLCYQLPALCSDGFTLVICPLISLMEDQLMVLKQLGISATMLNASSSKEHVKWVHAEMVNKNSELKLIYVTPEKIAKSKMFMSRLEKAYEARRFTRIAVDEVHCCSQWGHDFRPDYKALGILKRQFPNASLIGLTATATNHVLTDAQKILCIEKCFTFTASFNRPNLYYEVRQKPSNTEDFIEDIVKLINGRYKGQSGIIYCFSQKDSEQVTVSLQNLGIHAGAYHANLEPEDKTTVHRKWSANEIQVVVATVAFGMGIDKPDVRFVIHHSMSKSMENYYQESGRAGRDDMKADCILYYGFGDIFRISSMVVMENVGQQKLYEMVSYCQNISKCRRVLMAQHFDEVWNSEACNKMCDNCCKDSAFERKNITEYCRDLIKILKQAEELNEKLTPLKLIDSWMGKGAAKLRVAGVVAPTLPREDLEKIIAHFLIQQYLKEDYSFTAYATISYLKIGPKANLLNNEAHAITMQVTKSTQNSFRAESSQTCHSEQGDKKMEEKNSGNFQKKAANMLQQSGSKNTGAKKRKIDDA
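50 nM RECQ1T1 preincubated 15 min with compound in Tris pH 8.0 buffer with MgCl2, DTT, Tween-20 and 2.5 ug/ml poly(dI-dC); started with 200 nM TAMRA/BHQ-2 forked duplex and 2 mM ATP. Unwinding read as fluorescence (525/598 nm), two reads 2 h apart.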
GoLoco inh red = blocks human Gai1 binding to RGS12 GoLoco peptide, red readout; Gai1:RGS12 GoLoco peptide FP, rhodamine, 10 min; 0.44% of 230,000 active; Potency, µM (top dose mostly 61.6 µM), without a hit: top-dose activity, negative = inhibition, most hits filed as inhibitors; P63096; active means well fitted inhibition curve with a large enough effect, not every such curve was filed as active; inactive means no such curve, though single readings can be large or run the other way; further: nearly all actives have a fitted effect of over 30% in size; many of its hits are not listed in these tables
TR SRC2 fluor cs = Texas Red fluorescence interference in TRb-SRC2 counter-screen; TRb/SRC2 Texas Red total fluorescence interference; Potency, µM (highest dose often 106 µM), inactives show at the highest dose fluorescence change, negative = quenching; 0.29% of 280,000 active; active means well fitted curve in either direction with a large enough effect; inconclusive means small, poorly fitted or top-dose-only effect
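Human TRβ ligand-binding domain (0.6 uM) and Texas Red SRC2 peptide (20 nM) in Tris buffer with 1 uM T3 and 5% DMSO were incubated with pinned compound for 5 hr at ambient temperature. Total fluorescence was computed as S + 2P (555/632 nm).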
TRb-SRC2 inh = TRbeta-SRC2 interaction inhibition | TRbeta-SRC2 peptide binding, fluorescence polarization; receptor liganded with 1 µM T3 | Potency, µM (titrated, usually from 106 µM), without a hit: at the top dose activity change, negative = inhibition, hits mostly inhibitors | 0.065% of 280,000 active | AID 1469;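 further: plate controls were bound peptide for no effect and peptide without receptor for full effect; nearly all actives have a fitted effect of over 50% in size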
Target sequence (P10828 whole entry, looked up): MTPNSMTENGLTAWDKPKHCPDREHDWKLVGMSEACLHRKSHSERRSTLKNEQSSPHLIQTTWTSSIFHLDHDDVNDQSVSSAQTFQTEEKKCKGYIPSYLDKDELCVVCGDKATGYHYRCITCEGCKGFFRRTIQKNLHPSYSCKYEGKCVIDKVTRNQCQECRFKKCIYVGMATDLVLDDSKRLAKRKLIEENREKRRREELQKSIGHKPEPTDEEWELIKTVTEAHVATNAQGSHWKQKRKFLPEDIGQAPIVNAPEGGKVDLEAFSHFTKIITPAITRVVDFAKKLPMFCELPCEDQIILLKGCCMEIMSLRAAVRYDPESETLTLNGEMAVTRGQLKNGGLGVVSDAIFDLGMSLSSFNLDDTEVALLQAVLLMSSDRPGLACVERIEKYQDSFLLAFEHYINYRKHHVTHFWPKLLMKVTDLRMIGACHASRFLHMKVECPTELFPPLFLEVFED
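Assay buffer: 20 mM Tris-HCl, 100 mM NaCl, 10% glycerol, 1 mM EDTA, 0.01% NP-40, 1 mM DTT, 1 uM T3, 5% DMSO; TRb LBD 0.6 uM, Texas Red SRC2 20 nM; FP after 5 hr.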
L3MBTL1 block = blocks human L3MBTL1; AID 485360; Potency, µM (doses to about 57.1 µM), for inactives: at the top dose activity, negative = inhibition, hits mostly inhibitors; 0.66% of 230,000 active; AlphaScreen L3MBTL1–H3K9me1 peptide binding; Q9Y468; further: nearly all actives have a fitted effect of over 60% in size
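AlphaScreen proximity signal between nickel-chelate acceptor and streptavidin donor beads (final 10 ug/mL) reports binding of 50 nM L3MBTL1 to 75 nM biotin-H3 K9me1 peptide; complex incubated with compounds 30 min at room temperature; cefsulodin titration as control.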
GAA glycogen = inhibitors or activators of human alpha-glucosidase glycogen cleavage; P10253; recombinant GAA, glycogen substrate, Amplex Red glucose oxidase fluorescence; Potency, µM (top dose mostly 76.4 µM), without a hit: at the highest dose activity change, negative = inhibition, hits mostly inhibitors; 0.38% of 300,000 active; AID 2100;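 further: 0% = full enzyme reaction and -100% = no-enzyme basal signal; the screen sought inhibitors and activators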
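qHTS, 1536-well; enzyme 4 nM final; cpd up to 77 uM; substrate bovine liver glycogen 30 ug; 50 mM citrate/phosphate pH 5.0, 0.01% Tween-20; 37 C, 40 min; Amplex Red detection 45 min RT; Hill fit → AC50.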
GAA inh = inhibitors of human lysosomal alpha-glucosidase. P10253. purified human GAA, 4-MU-alpha-glucoside fluorescence. Potency, µM (doses to about 76.9 µM), for the others: at the top dose activity change, negative = inhibition, most hits filed as inhibitors. 0.005% of 200,000 active;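 further: plate controls were uninhibited enzyme wells for no effect and no-enzyme background for full effect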
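Human enzyme at 4 nM with 400 uM 4-methylumbelliferyl-alpha-D-pyranoside, citrate/phosphate buffer pH 5.0, 0.005% Tween-20, 20 min at room temperature. Compounds up to 77 uM. 4-MU fluorescence (Ex 365/Em 440) read after NaOH/glycine stop; AC50 from Hill fit.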
Active calls of the source: *; [ ] = another dose, or the depositor's remark. Unless noted, the call rests on the fitted dose curve; in most records, active means well fitted curve in the direction sought with a large enough effect; inconclusive means small, poorly fitted or top-dose-only effect, or another doubt; inactive means no such curve, though single readings can be large; an effect the other way counts as inactive or inconclusive. Unless noted, on the % scale 0 is the no-effect control and ±100 the full control effect; potency means the concentration at half of the fitted maximal effect. A portion of the library. The share of hits here may be higher or lower than overall.

What do the screens show for `O=S(=O)(/N=C(/Nc1ccc(Cl)c(S(=O)(=O)Nc2ccccc2Cl)c1)c1ccc(F)cc1)c1ccccc1`?
GAA spleen mod: 2%; RECQ1 helicase: inactive; GoLoco inh red: -2%; TR SRC2 fluor cs: 1%; TRb-SRC2 inh: 3%; L3MBTL1 block: 0%; GAA glycogen: -8%; GAA inh: 5%

How did CN(C(=O)COC(=O)c1cc(-c2ccc(Cl)s2)nc2ccccc12)C1CCS(=O)(=O)C1 (stereo not drawn) do in these assays?
GAA spleen mod: 6%; RECQ1 helicase: -13%; GoLoco inh red: 0%; TR SRC2 fluor cs: -1%; TRb-SRC2 inh: -1%; GAA glycogen: -3%; GAA inh: inconclusive

How did COc1ccc(-n2c(SCC(=O)N3CCN(c4ccccc4)CC3)nc3c(c2=O)SCC3)cc1 do in these assays?
GAA spleen mod: -4%; RECQ1 helicase: -6%; GoLoco inh red: 8%; TR SRC2 fluor cs: -4%; TRb-SRC2 inh: -6%; GAA glycogen: -6%; GAA inh: inconclusive

Results for COc1ccc(S(=O)(=O)CCC(=O)NCCc2ccc(Cl)cc2)cc1 ?
GAA spleen mod: 0%; RECQ1 helicase: inactive; GoLoco inh red: 2%; TR SRC2 fluor cs: 6%; TRb-SRC2 inh: 3%; GAA glycogen: 7%; GAA inh: 0%

What do the screens show for `N=c1nc(-c2ccccc2)ccn1O`?
GAA spleen mod: -2%; RECQ1 helicase: inactive; GoLoco inh red: 2%; TR SRC2 fluor cs: 2%; TRb-SRC2 inh: 9%; L3MBTL1 block: 1%; GAA glycogen: 10%; GAA inh: 0%

What do the screens show for `O=C(Nc1ncc(Cc2cccc(Cl)c2)s1)c1cccs1`?
GAA spleen mod: -10%; RECQ1 helicase: inconclusive; GoLoco inh red: 0%; TR SRC2 fluor cs: -1%; TRb-SRC2 inh: 9%; L3MBTL1 block: -10%; GAA glycogen: -6%; GAA inh: -3%

How did CCCc1cc(=O)[nH]c(SCC(=O)NCCC2=CCCCC2)n1 do in these assays?
GAA spleen mod: 1%; RECQ1 helicase: -7%; GoLoco inh red: 3%; TR SRC2 fluor cs: -1%; TRb-SRC2 inh: 4%; L3MBTL1 block: 10%; GAA glycogen: 10%; GAA inh: -9%

Results for COc1ccc(C(=O)/C=C/NCc2ccc(F)cc2)cc1OC ?
GAA spleen mod: 3%; RECQ1 helicase: -1%; GoLoco inh red: 7%; TR SRC2 fluor cs: 22%; TRb-SRC2 inh: 1%; L3MBTL1 block: -16%; GAA glycogen: -1%; GAA inh: -1%

What do the screens show for `O=C(NCc1ccc2c(c1)OCO2)C1CC(c2ccc(Cl)c(Cl)c2)=NO1` (stereo not drawn)?
GAA spleen mod: -4%; RECQ1 helicase: 0%; GoLoco inh red: -13%; TR SRC2 fluor cs: 1%; TRb-SRC2 inh: -2%; L3MBTL1 block: -3%; GAA glycogen: 15%; GAA inh: -1%

How did Fc1ccc(Cn2cccc2C2=NC(c3ccccc3)CO2)cc1 (stereo not drawn) do in these assays?
GAA spleen mod: 3%; RECQ1 helicase: -7%; GoLoco inh red: 1%; TR SRC2 fluor cs: -2%; TRb-SRC2 inh: 5%; GAA glycogen: -6%; GAA inh: 0%

How did Cc1ccccc1Nc1c([N+](=O)[O-])ccc2c1=NC1(CCCCC1)N=2 do in these assays?
GAA spleen mod: -4%; RECQ1 helicase: inactive; GoLoco inh red: 34%[activator]; TR SRC2 fluor cs: -2%; TRb-SRC2 inh: -3%; L3MBTL1 block: -8%; GAA glycogen: 2%; GAA inh: 5%

Results for O=C(O)CC1c2ccccc2S(=O)(=O)N1Cc1ccccc1 (stereo not drawn) ?
GAA spleen mod: 0%; RECQ1 helicase: -15%; GoLoco inh red: -2%; TR SRC2 fluor cs: 1%; TRb-SRC2 inh: -4%; GAA glycogen: -6%

Results for CC1CCN(S(=O)(=O)c2cccc(C(=O)N(Cc3ccccc3)c3ccccn3)c2)CC1 ?
GAA spleen mod: -8%; RECQ1 helicase: -11%; GoLoco inh red: 7%; TR SRC2 fluor cs: -3%; TRb-SRC2 inh: -3%; L3MBTL1 block: 3%; GAA glycogen: 2%; GAA inh: inconclusive

How did Cc1cnc(CNc2ccnc(-c3ccccc3Cl)n2)cn1 do in these assays?
GAA spleen mod: -1%; RECQ1 helicase: -1%; GoLoco inh red: 6%; TR SRC2 fluor cs: -4%; TRb-SRC2 inh: 4%

How did Cc1cccc(CC2S/C(=N/N=C/c3ccco3)N(c3ccccc3)C2=O)c1 (stereo not drawn) do in these assays?
GAA spleen mod: 7%; RECQ1 helicase: -8%; GoLoco inh red: 10%; TR SRC2 fluor cs: -10%; TRb-SRC2 inh: 1%; L3MBTL1 block: -9%; GAA glycogen: 0%; GAA inh: -1%

How did CCCCCCC(=O)N(O)C1CC(=O)N(c2ccccc2)C1=O (stereo not drawn) do in these assays?
GAA spleen mod: -2%; RECQ1 helicase: -10%; GoLoco inh red: -32%; TR SRC2 fluor cs: -1%; TRb-SRC2 inh: 0%; L3MBTL1 block: 9%; GAA glycogen: -2%; GAA inh: 1%

How did O=C(CCS(=O)(=O)c1cccc2nonc12)NCCc1ccccc1Cl do in these assays?
GAA spleen mod: 7%; RECQ1 helicase: -7%; GoLoco inh red: -1%; TR SRC2 fluor cs: 2%; TRb-SRC2 inh: -7%; GAA glycogen: 5%; GAA inh: -5%

How did Cc1nn2c(N3CCN(C4CCCC4)CC3)cc(C(C)(C)C)nc2c1-c1ccccc1 do in these assays?
GAA spleen mod: -7%; RECQ1 helicase: 18%; GoLoco inh red: 0%; TR SRC2 fluor cs: 0%; TRb-SRC2 inh: -1%; GAA glycogen: 7%; GAA inh: -1%

Results for CN(C(=O)COc1ccc(Br)cc1Cl)C1CCCCC1 ?
GAA spleen mod: 5%; RECQ1 helicase: inactive; GoLoco inh red: -6%; TR SRC2 fluor cs: -3%; TRb-SRC2 inh: -7%; L3MBTL1 block: 10%; GAA glycogen: 21%; GAA inh: -11%

What do the screens show for `Cc1cc2ncn(C(=O)N3CCCC3)c2cc1C`?
GAA spleen mod: -3%; RECQ1 helicase: -8%; GoLoco inh red: 4%; TR SRC2 fluor cs: -2%; TRb-SRC2 inh: -5%; L3MBTL1 block: -3%; GAA glycogen: 9%; GAA inh: 4%

Results for CCC(C)C(=O)OC1C2CC3=C4CC(=O)OC(c5ccoc5)[C@]4(C)CCC3[C@@](C)(C2=O)C(CC(=O)OC)C1(C)C (stereo partly drawn) ?
GAA spleen mod: 5%; RECQ1 helicase: 13%; GoLoco inh red: -6%; TR SRC2 fluor cs: 0%; TRb-SRC2 inh: 4%

How did O=C(CSc1nnc(Cc2ccccc2)o1)NCc1ccco1 do in these assays?
GAA spleen mod: 9%; RECQ1 helicase: inactive; TR SRC2 fluor cs: 2%; TRb-SRC2 inh: -2%; L3MBTL1 block: -7%; GAA glycogen: -11%; GAA inh: -3%

What do the screens show for `CC(C)(C)Cc1nnc(NS(=O)(=O)c2ccccc2)s1`?
GAA spleen mod: -4%; RECQ1 helicase: 0%; GoLoco inh red: 20%; TR SRC2 fluor cs: 0%; TRb-SRC2 inh: 2%; L3MBTL1 block: 5%; GAA glycogen: 1%; GAA inh: 2%

Results for CC(=O)Nc1ccc(-c2csc(NCc3ccccc3)n2)cc1 ?
GAA spleen mod: 2%; RECQ1 helicase: inactive; GoLoco inh red: 9%; TR SRC2 fluor cs: -1%; TRb-SRC2 inh: -4%; L3MBTL1 block: -22%; GAA glycogen: inconclusive

What do the screens show for `CN(Cc1cn(-c2ccccc2)nc1-c1ccc(F)cc1)C(=O)CCC(=O)O`?
GAA spleen mod: -1%; RECQ1 helicase: -2%; GoLoco inh red: 7%; TR SRC2 fluor cs: 0%; TRb-SRC2 inh: -2%; L3MBTL1 block: 14%; GAA glycogen: 2%; GAA inh: -2%

How did CCOc1ccccc1NC(=O)c1c(Br)cnn1C do in these assays?
GAA spleen mod: 3%; RECQ1 helicase: -4%; GoLoco inh red: 14%; TR SRC2 fluor cs: 0%[53 µM]; TRb-SRC2 inh: 5%[53 µM]; L3MBTL1 block: 22%; GAA glycogen: 6%; GAA inh: 2%

What do the screens show for `Cc1cc(C)n(C(=O)CN2C(=O)COc3ccccc32)n1`?
GAA spleen mod: -1%; RECQ1 helicase: -5%; GoLoco inh red: -4%; TR SRC2 fluor cs: -4%; TRb-SRC2 inh: -3%; L3MBTL1 block: 32%[activator]; GAA glycogen: 2%; GAA inh: inconclusive

How did O=C(Nc1ccc(-c2cn3ccsc3n2)cc1)C1CCCC1 do in these assays?
GAA spleen mod: 0%; RECQ1 helicase: -11%; GoLoco inh red: 29%; TR SRC2 fluor cs: -2%; TRb-SRC2 inh: 9%; L3MBTL1 block: -15%; GAA glycogen: 0%; GAA inh: -7%

Results for COC(=O)Cc1cc(=O)[nH]c(/N=C(\N)Nc2ccc(C)cc2C)n1 ?
GAA spleen mod: 5%; RECQ1 helicase: -2%; GoLoco inh red: -4%; TR SRC2 fluor cs: -1%; TRb-SRC2 inh: -19%; L3MBTL1 block: 28%; GAA glycogen: 31%; GAA inh: inconclusive

Results for O=C(O)CC1CCCc2ccccc2C1O (stereo not drawn) ?
GAA spleen mod: 8%; RECQ1 helicase: -1%; GoLoco inh red: 7%; TR SRC2 fluor cs: 0%; TRb-SRC2 inh: 8%

Two entries drawn at random from the list so far:
What do the screens show for `CN(Cc1cn(-c2ccccc2)nc1-c1ccc(F)cc1)C(=O)CCC(=O)O`?
GAA spleen mod: -1%; RECQ1 helicase: -2%; GoLoco inh red: 7%; TR SRC2 fluor cs: 0%; TRb-SRC2 inh: -2%; L3MBTL1 block: 14%; GAA glycogen: 2%; GAA inh: -2%

How did O=C(Nc1ccc(-c2cn3ccsc3n2)cc1)C1CCCC1 do in these assays?
GAA spleen mod: 0%; RECQ1 helicase: -11%; GoLoco inh red: 29%; TR SRC2 fluor cs: -2%; TRb-SRC2 inh: 9%; L3MBTL1 block: -15%; GAA glycogen: 0%; GAA inh: -7%
